POLK inh – qHTS for Inhibitors of Polymerase Kappa; DNA polymerase kappa (Homo sapiens), Q9UBT6; AID 588579, 2011; Potency, µM (titrated, usually from 107 µM), inactives show at the top dose activity, negative = inhibition, usual class: inhibitors; actives 0.53% (n = 400,000); purified Pol kappa, fluorescent DNA synthesis assay, 10 min; also: potency is read from the fitted curve at half-maximal effect; % is scaled to controls: 0 for no effect and ±100 for the full control effect
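Kinetic fluorescence readout at 0 and 10 min followed reaction start with substrate at 50 nM final. Beforehand, enzyme (10 nM Pol kappa) stood 15 min with compound at room temperature; buffer-only wells were negative controls.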
RXFP1 antag – qHTS Assay for Antagonists of the Relaxin Receptor RXFP1. Relaxin receptor 1 (Homo sapiens), Q9HBX9. HEK293-RXFP1, relaxin-stimulated cAMP HTRF, 30 min; hits give low values. activity change, negative = inhibition, % at 57.5 µM. actives 0.59% (n = 350,000). AID 1259400, 2018;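 active = activity change of -60% or lower, but not beyond a set lower limit; inconclusive = change between -60% and -40%, or beyond the set limit; inactive = change above -40%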; also: % is scaled to controls: 0 for no effect and ±100 for the full control effect
Target sequence (Q9HBX9 whole entry, looked up): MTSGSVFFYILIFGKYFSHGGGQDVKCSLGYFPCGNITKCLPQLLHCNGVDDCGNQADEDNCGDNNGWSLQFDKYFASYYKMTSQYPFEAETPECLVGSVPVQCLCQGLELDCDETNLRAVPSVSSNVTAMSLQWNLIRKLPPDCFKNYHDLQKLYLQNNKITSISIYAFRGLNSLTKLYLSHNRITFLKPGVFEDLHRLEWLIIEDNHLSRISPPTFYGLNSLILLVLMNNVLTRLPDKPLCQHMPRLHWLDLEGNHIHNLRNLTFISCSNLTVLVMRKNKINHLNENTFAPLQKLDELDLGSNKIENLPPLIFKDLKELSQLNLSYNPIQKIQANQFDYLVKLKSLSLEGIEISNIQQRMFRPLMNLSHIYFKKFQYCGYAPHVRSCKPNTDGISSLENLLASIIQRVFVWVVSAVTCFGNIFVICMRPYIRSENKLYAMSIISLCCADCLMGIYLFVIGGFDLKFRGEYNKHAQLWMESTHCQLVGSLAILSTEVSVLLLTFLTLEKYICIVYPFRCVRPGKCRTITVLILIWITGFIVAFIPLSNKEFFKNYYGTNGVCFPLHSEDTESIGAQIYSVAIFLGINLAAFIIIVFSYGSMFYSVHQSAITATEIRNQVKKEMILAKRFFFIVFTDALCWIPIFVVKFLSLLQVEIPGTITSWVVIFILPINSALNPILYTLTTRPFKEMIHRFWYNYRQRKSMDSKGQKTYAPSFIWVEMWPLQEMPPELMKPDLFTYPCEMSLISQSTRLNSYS
POLB inh – qHTS Assay for Inhibitors of DNA Polymerase Beta | P06746 | Pol beta primer extension/strand displacement, fluorescence kinetic | Potency, µM (doses to about 114 µM), inactives show at the top dose activity change, negative = inhibition, most hits filed as inhibitors | actives 1.3% (n = 340,000) | AID 485314, 2010; also: potency is read from the fitted curve at half-maximal effect; % is scaled to controls: 0 for no effect and ±100 for the full control effect
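Human Pol beta at 10 nM; strand-displacement substrate 50 nM final. Compound exposure 15 min at room temperature before start, reaction 10 min at room temperature.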
Anesthetic bind – qHTS Assay for Identification of Novel General Anesthetics. apoferritin/1-aminoanthracene competitive binding, fluorescence. Potency, µM (series often up to 77.5 µM), for inactives: top-dose activity change, negative = displacement, most hits filed as inhibitors. actives 0.074% (n = 350,000). AID 485281, 2010; also: potency is read from the fitted curve at half-maximal effect; % is scaled to controls: 0 for no effect and ±100 for the full control effect; nearly all actives have a fitted effect of over 20% in size
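Read-out: endpoint 1-AMA fluorescence, excitation 380 nm and emission 535 nm, after compounds sit 10 min at room temperature with 10 uM horse-spleen apoferritin in 50% saturated 1-AMA/PBS. Values come from four-parameter Hill fits.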
Pol eta inh – qHTS for Inhibitors of Polymerase Eta. recombinant Pol eta, fluorescent DNA replication assay. Potency, µM (highest dose often 114 µM), for inactives: at the top dose activity change, negative = inhibition, most hits filed as inhibitors. DNA polymerase eta (Homo sapiens), Q9Y253. actives 1.2% (n = 390,000). AID 588591, 2011; also: potency is read from the fitted curve at half-maximal effect; % is scaled to controls: 0 for no effect and ±100 for the full control effect
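Fluorescent replication assay: 50 nM final substrate added after a 15 min room-temperature compound preincubation with 10 nM enzyme. Signal taken at 0 min and again at 10 min.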
APE1 inh – qHTS Assay for Inhibitors of the Human Apurinic/apyrimidinic Endonuclease 1 (APE1); DNA repair nuclease/redox regulator APEX1 (Homo sapiens), P27695; recombinant APE1, TAMRA/BHQ-2 abasic DNA cleavage fluorescence; Potency, µM (series often up to 65.8 µM), without a hit: at the top dose activity change, negative = inhibition, most hits filed as inhibitors; actives 0.35% (n = 350,000); AID 2517, 2012;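 also: potency is read from the fitted curve at half-maximal effect; plate controls were vehicle for no effect and reference inhibitor for full effect; nearly all actives have a fitted effect of over 55% in size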
Target sequence (P27695 whole entry, looked up): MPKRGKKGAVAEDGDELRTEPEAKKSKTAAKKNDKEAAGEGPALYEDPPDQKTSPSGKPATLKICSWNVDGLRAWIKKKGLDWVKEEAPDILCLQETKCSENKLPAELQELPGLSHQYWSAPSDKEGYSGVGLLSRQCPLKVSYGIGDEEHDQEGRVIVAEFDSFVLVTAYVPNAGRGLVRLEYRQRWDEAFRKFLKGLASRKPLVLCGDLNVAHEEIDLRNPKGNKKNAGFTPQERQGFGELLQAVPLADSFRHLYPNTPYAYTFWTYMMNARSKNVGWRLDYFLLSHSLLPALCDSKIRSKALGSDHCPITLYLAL
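Kinetic fluorescence read (525 ex/598 em nm, three reads 60 s apart) of AP-site incision; signal = third minus first read. Enzyme 0.75 nM, dual-labelled THF duplex 50 nM, compound preincubation 15 min RT.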
Pol iota inh – qHTS for Inhibitors of Polymerase Iota; actives 1% (n = 390,000); Pol iota fluorescent replication assay, 10 min; Potency, µM (top dose mostly 115 µM), for the others: at the top dose activity, negative = inhibition, hits mostly inhibitors; DNA polymerase iota (Homo sapiens), Q9UNA4; also: potency is read from the fitted curve at half-maximal effect
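Fluorescent replication assay read twice, at 0 min and 10 min after adding 50 nM (final) substrate. Enzyme (10 nM) and compounds were first incubated 15 min at room temperature; enzyme-free buffer wells were negative controls.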
BLM helicase inh – qHTS Assay for Inhibitors of Bloom's syndrome helicase (BLM); RecQ-like DNA helicase BLM (Homo sapiens), P54132; recombinant BLM DNA unwinding, fluorescence dequenching; Potency, µM (highest dose often 56.1 µM), inactives show top-dose activity change, negative = inhibition, most hits filed as inhibitors; actives 0.2% (n = 350,000);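 also: potency is read from the fitted curve at half-maximal effect; plate controls were vehicle for no effect and no enzyme for full effect; nearly all actives have a fitted effect of over 35% in size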
Tb PGK inh – qHTS Assay to Find Inhibitors of Phosphoglycerate Kinase; PGK/GAPDH coupled, Kinase-Glo luminescence, 60 min; Potency, µM (titrated, usually from 57.5 µM), for the others: at the top dose activity change, negative = inhibition, usual class: inhibitors; Phosphoglycerate kinase, glycosomal (Trypanosoma brucei brucei), P07378; actives 0.043% (n = 380,000); also: potency is read from the fitted curve at half-maximal effect; % is scaled to controls: 0 for no effect and ±100 for the full control effect; nearly all actives have a fitted effect of over 60% in size
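Luminescent ATP detection (Kinase-Glo Plus) follows a 60-minute room-temperature incubation, with wells lacking PGK as controls. Buffer: 100 mM TEA (pH 7.6), 5 mM MgCl2, 0.01% Tween-20. Coupling enzyme GAPDH (100 nM final) supplies unstable 1,3-BPG in-well.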
The depositor's hits bear a star; i = inactive; ? = inconclusive; nt = no result given; [ ] = remark or other dose. Unless noted, calls follow the shape of the dose curve; as a rule, active = well fitted curve in the direction sought with a large enough effect; inconclusive = small, poorly fitted or top-dose-only effect, or another doubt; inactive = no such curve, though single readings can be large; an effect the other way counts as inactive or inconclusive. Only part of the results is shown. The share of hits here may be higher or lower than overall.

No.	structure	POLK inh	RXFP1 antag	POLB inh	Anesthetic bind	Pol eta inh	APE1 inh	Pol iota inh	BLM helicase inh	Tb PGK inh
1	Cc1ccc(OC(=S)Nc2ccc(O)cc2)cc1	-8%	-6	12%	-13%	-22%	8%	-7%	1%	-8%
2	Cc1ccc(Nc2c(-c3cccnc3)nc3ccc(Cl)cn23)cc1	0%	-14	-23%	-6%	-18%	nt	14%	-4%	-9%
3	CC(C)c1ccccc1NC(=O)COC(=O)c1cc(=O)[nH]c(=O)[nH]1	-4%	0	4%	-4%	-13%	4%	68%[activator]	-1%	6%
4	COc1ccccc1NS(=O)(=O)c1cccc(C(=O)NCC2(N(C)C)CCCCC2)c1	-2%	-14	nt	nt	2%	-4%	55%[activator]	nt	0%
5	CC(C)c1ccc(OCC(=O)Nc2ccc(S(=O)(=O)Nc3ncccn3)cc2)cc1	1%	nt	6%	1%	-7%	nt	-15%	0%	8%
6	Cc1ccc2oc(=O)c3cnn(CC(=O)N(CCN(C)C)Cc4ccco4)c3c2c1	-6%	-1	0%	-12%	-12%	-2%	-30%	2%	-3%
7	COC(=O)c1cn(NC(=O)/C=C/c2cc(OC)ccc2OC)c(=O)c2ccccc12	-3%	6	22%	114%[activator]	4%	?	20%	-3%	-9%
8	CCOC(=O)c1cccc(NC(=O)CCc2nnc3ccc(N4CCCCC4)nn23)c1	-3%	24	22%	-9%	15%	7%	0%	0%	-10%
9	O=C(CC1C(=O)NCCN1Cc1ccc(F)c(F)c1)NCCCn1ccnc1 (stereo not drawn)	-12%	13	-18%	-4%	-4%	6%	57%[activator]	1%	7%
10	CCOc1ccc(C(=O)N2CCN(c3ccccc3)CC2)cc1	6%	-3	13%	-11%	-15%	5%	100%[activator]	-3%	i
11	O=C(CSc1nnc(COc2ccc(Cl)cc2)o1)N1CCCC1	3%	-13	6%	-1%	-17%	6%	101%[activator]	-1%	i
12	O=C1CC(N2CCC(c3nc4ccccc4[nH]3)CC2)C(=O)N1c1cccc(F)c1 (stereo not drawn)	-5%	-11	0%	-4%	4%	-10%	83%[activator]	-1%	3%
13	Cc1ccc(C(=O)N2CCN(c3ccc([N+](=O)[O-])cc3)CC2)o1	-4%	-13	89µM*	1%	-20%	54%[activator]	6%	-3%	6%
14	CCn1c(CNc2ccc(Cl)cc2)nnc1SCc1ccc(C)cc1	-14%	-2	2%	-21%	-20%	-3%	15%	-3%	i
15	Fc1cccc(C2NN=C(c3ccccc3)S2)c1 (stereo not drawn)	-13%	-1	1%	-14%	6%	4%	?	-2%	-2%
16	COc1ccc(C(=O)NCC(C)(C)N2CCOCC2)cc1S(=O)(=O)N1CCCC1	-3%	-14	nt	nt	-5%	-3%	6%	nt	-5%
17	CCn1cc(CNC(=O)c2ccc(OC3CCN(Cc4ccccn4)CC3)cc2)cn1	-15%	-1	25%	-6%	-7%	25%	?	-6%	1%
18	CC1CCCCN1C(=O)Cn1cnc2c1c(=O)n(C)c(=O)n2C (stereo not drawn)	5%	6	-2%	-2%	2%	1%	-4%	-1%	-10%
19	CC(NC(=O)NC(=O)c1ccc(Cl)cc1Cl)C1CC1 (stereo not drawn)	-8%	5	6%	-11%	-9%	5%	20%	-2%	-4%
20	COc1c(C(=O)NCCSC(C)(C)C)ccc2ccccc12	-11%	-6	15%	-13%	-7%	2%	81%[activator]	-5%	-1%
21	O=C(O)Cn1cc2c(n1)CCCC2	-13%	-1	-17%	1%	-10%	9%	-16%	-1%	4%
22	COc1cc2c(cc1NC(=O)COc1ccc(Br)cc1C)oc1ccccc12	9%	-16	1%	3%	-10%	nt	8%	-4%	-10%
23	Cc1ccc(NC(=O)C2CCCN2C(=O)Oc2ccccc2)cc1C (stereo not drawn)	-13%	4	6%	2%	-10%	21%	10%	-7%	-2%
24	CCN(CC)C(=O)/C(=C/c1cccc([N+](=O)[O-])c1)NC(=O)c1ccco1	-14%	-1	-18%	-11%	0%	1%	1%	0%	3%
25	Cc1nc2ccc(NC(=O)c3cnc(Cl)c(Cl)c3)cc2s1	10%	-11	90%	-12%	-21%	9%	19%	-2%	i

Only Tb PGK inh, for some of the entries so far:
No. | molecule | Tb PGK inh
3 | CC(C)c1ccccc1NC(=O)COC(=O)c1cc(=O)[nH]c(=O)[nH]1 | 6%
15 | Fc1cccc(C2NN=C(c3ccccc3)S2)c1 (stereo not drawn) | -2%

(listing goes on)
No.	structure	POLK inh	RXFP1 antag	POLB inh	Anesthetic bind	Pol eta inh	APE1 inh	Pol iota inh	BLM helicase inh	Tb PGK inh
26	Cc1ccc(NC(=O)CN2C(=O)S/C(=C\c3cc(C)n(-c4ccc(C(=O)O)cc4)c3C)C2=O)cc1	-5%	-2	79µM*	?	79µM*	4%	?	-10%	-22%
27	CC1Cc2cc(S(=O)(=O)CCC(=O)NC3CCCCC3)ccc2N1C(=O)C1CC1 (stereo not drawn)	1%	-4	26%	-2%	-6%	3%	11%	4%	10%
28	CN(C)S(=O)(=O)c1ccc(C(=O)OCCN=C2NS(=O)(=O)c3ccccc32)cc1	1%	2	6%	-12%	-17%	9%	1%	-2%	-9%
29	CC(=O)Nc1ccc(OCC(O)Cn2c(C(C)C)nc3ccccc32)cc1 (stereo not drawn)	-24%	0	-3%	-2%	-7%	-8%	10%	1%	2%
30	Cc1ccc(NC(=O)COc2ccc(N(C)S(=O)(=O)c3ccc(F)cc3)cc2)cc1	-19%	6	nt	nt	-6%	-4%	-3%	nt	0%
31	CC1(C)CC(CCNC(=O)c2ccc(-n3cnnn3)cc2)CC(C)(C)N1	-1%	-1	19%	0%	-17%	-3%	10%	3%	-3%
32	Nc1cc(=O)[nH]c(SCC(=O)Nc2nc3ccc([N+](=O)[O-])cc3s2)n1	nt	nt	1%	-16%	nt	-9%	nt	-2%	nt
33	CS(=O)(=O)c1ccc(C(=O)N(Cc2ccccc2)c2ccccc2)cc1	-3%	-12	24%	-10%	6%	12%	9%	-7%	-2%
34	CC(C)Sc1nc(N)nc(-c2cccs2)c1C#N	3%	-30	-1%	-13%	-18%	-4%	10%	-9%	-2%
35	CCN(CC(=O)NC(=O)Nc1ccccc1F)Cc1ccccc1	-4%	-23	nt	nt	-21%	-4%	11%	nt	-5%
36	Brc1cccc(OCCCN2CCCCCC2)c1	2%	4	-4%	-9%	-12%	0%	?	6%	-3%
37	CCNC(=O)NC(=O)COC(=O)CCCc1nc2ccccc2s1	2%	-24	1%	-8%	-11%	27%	98%[activator]	-2%	-3%
38	COC(=O)Cn1c(CN2CCC(Cc3ccccc3)CC2)nc2c1c(=O)n(C)c(=O)n2C	-9%	-23	-2%	-14%	-9%	-2%	15%	0%	2%
39	COc1ccc(C2c3[nH]c4ccccc4c3CCN2C(=O)Cc2nonc2C)c(F)c1 (stereo not drawn)	-4%	-7	17%	-9%	-5%	3%	6%	-12%	-7%
40	CCOC(=O)CSc1nnc(CNC(=O)c2cccs2)n1-c1cccc(C)c1	-4%	-2	33%	-9%	-6%	1%	-5%	-4%	6%
41	O=C(NCCNS(=O)(=O)c1ccc(Cl)cc1)c1cc(OCC(F)(F)F)ccc1OCC(F)(F)F	-7%	-7	21%	-23%	-7%	14%	?	-3%	i
42	COC(=O)CCN(c1ccccc1)C(CNS(=O)(=O)c1ccccc1)c1ccccc1 (stereo not drawn)	-5%	-8	1%	190%[activator]	nt	nt	17%	-9%	nt

Grouped by structure: the compounds so far with fluorine (seven)
No.	structure	POLK inh	RXFP1 antag	POLB inh	Anesthetic bind	Pol eta inh	APE1 inh	Pol iota inh	BLM helicase inh	Tb PGK inh
9	O=C(CC1C(=O)NCCN1Cc1ccc(F)c(F)c1)NCCCn1ccnc1 (stereo not drawn)	-12%	13	-18%	-4%	-4%	6%	57%[activator]	1%	7%
12	O=C1CC(N2CCC(c3nc4ccccc4[nH]3)CC2)C(=O)N1c1cccc(F)c1 (stereo not drawn)	-5%	-11	0%	-4%	4%	-10%	83%[activator]	-1%	3%
15	Fc1cccc(C2NN=C(c3ccccc3)S2)c1 (stereo not drawn)	-13%	-1	1%	-14%	6%	4%	?	-2%	-2%
30	Cc1ccc(NC(=O)COc2ccc(N(C)S(=O)(=O)c3ccc(F)cc3)cc2)cc1	-19%	6	nt	nt	-6%	-4%	-3%	nt	0%
35	CCN(CC(=O)NC(=O)Nc1ccccc1F)Cc1ccccc1	-4%	-23	nt	nt	-21%	-4%	11%	nt	-5%
39	COc1ccc(C2c3[nH]c4ccccc4c3CCN2C(=O)Cc2nonc2C)c(F)c1 (stereo not drawn)	-4%	-7	17%	-9%	-5%	3%	6%	-12%	-7%
41	O=C(NCCNS(=O)(=O)c1ccc(Cl)cc1)c1cc(OCC(F)(F)F)ccc1OCC(F)(F)F	-7%	-7	21%	-23%	-7%	14%	?	-3%	i

Assay outcomes from PubChem BioAssay.
